TRPV1 agonist: agonists of human vanilloid receptor 1 (TRPV1); Q8NER1; TRPV1-expressing cells, Fluo-8 calcium influx, agonist mode; activation, % at 8.33 µM; actives 0.19% (n = 320,000); in the data active = activation above about 80%; inconclusive = between about 30% and that limit; note: 0% is about no effect
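TRPV1-expressing cells were cultured overnight at 35.5C and loaded with Fluo-8 calcium dye for 40 to 90 min at room temperature. After a 10 s baseline, compound was added and calcium influx was read kinetically for 3 min (ex 480/em 520 nm).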
CXXC DNA block: blocks binding of human MLL CXXC domain to DNA. actives 0.037% (n = 290,000). AID 2662. Q03164. Potency, µM (top dose mostly 115 µM), inactives show top-dose activity change, negative = inhibition, most hits filed as inhibitors. MLL-CXXC / FITC-HOXA9 DNA fluorescence polarization; active = well fitted inhibition curve with a large enough effect in the polarisation, with a control signal flat, not every such curve was filed as active; inconclusive = small, poorly fitted or top-dose-only effect, or effect the other way, or a change in a side signal; inactive = no such curve, though single readings can be large or run the other way; the % refers to the polarisation; note: potency is the fitted concentration of half-maximal effect
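Fluorescence polarization: 7 uM MLL-CXXC (stock) preincubated 5 min with compounds, then 50 nM fluorescein-HOX-A9 DNA (stock) added; 30 min ambient. Buffer 50 mM Tris-HCl pH 7.5, 50 mM NaCl, 1 mM DTT, 0.05% BSA.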
BRCA1 expr up: BRCA1 expression activation; actives 1.1% (n = 380,000); MCF7-BRCA1-FFLuc reporter, luminescence, 48 h; response scale: scaled: vehicle 0%, 10 µM genistein 100%; Potency, µM (highest dose often 46.1 µM), for the others: at the highest dose activation, usual class: activators; note: potency is the fitted concentration of half-maximal effect; nearly all actives have a fitted effect of over 80% in size; some results filed as inactive show a strong effect at the top dose
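First, MCF7-BRCA1-FFLuc cells (2000/well) attach for 2 h; next, compounds are pin-added and incubated 48 h at 37 °C; finally, luciferase reagent is added and luminescence read after 15 min.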
p53 reactivator: mutant p53 re-activation in reporter cells; H1299 p53-A138V BP100-luciferase reporter, luminescence, 24 h; Potency, µM (series often up to 92.2 µM), for the others: top-dose activity change, positive = activation, most hits filed as activators; actives 0.063% (n = 320,000); note: potency is the fitted concentration of half-maximal effect; % of control where 0% means no effect; nearly all actives have a fitted effect of over 45% in size
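H1299 (p53-null), stable ts p53-A138V + BP100-Luc; 1000 cells/well, Opti-MEM/10% FBS; cpd 4 pt, 1:5; 24 h, 37 deg C, 5% CO2; detection reagent 10 min RT; luminescence.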
ELG1 repair inh: inhibitors of ELG1-dependent DNA repair in HEK293T cells; HEK293T ELG1-luciferase reporter, luminescence, 16 h; DNA damage induced by 5-fluorouridine; Potency, µM (top dose mostly 46.1 µM), without a hit: at the top dose activity change, negative = inhibition, usual class: inhibitors; actives 2.3% (n = 330,000); note: potency is the fitted concentration of half-maximal effect; % is set by controls: 0 for no effect and ±100 for the full control effect; nearly all actives have a fitted effect of over 55% in size
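Overnight (16 hr) co-exposure of 2,000 cells/well to 5-fluorouridine and compound at 37 °C preceded detection. Luciferase was quantified via ONE-Glo luminescence; loss of signal denotes inhibition.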
TCR activator: activators of T cell receptors. Potency, µM (titrated, usually from 9.22 µM), for the others: at the highest dose activation of IL-2 secretion, most hits filed as activators. 330,000 tested, under 10 active. primary human leukocytes, anti-CD3, IL-2 HTRF, 48 h; note: % of control where 0% means no effect
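TCR engagement came from a-CD3 beads alone, with compounds added to primary human leukocytes for 48 hr. Secreted IL-2 bridged europium cryptate- and d2-labelled anti-IL-2 antibodies, giving FRET emission at 665nm after 320nm excitation.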
AT treatment: potential ataxia-telangiectasia treatments restoring KAP-1 phosphorylation; AID 485349; […] A-T fibroblasts, KAP-1 phosphorylation AlphaLISA; neocarzinostatin DNA damage 30 min before lysis; actives 0.19% (n = 320,000); Potency, µM (titrated, usually from 57.5 µM), inactives show at the highest dose activation, most hits filed as activators; note: potency is the fitted concentration of half-maximal effect; % of control where 0% means no effect; nearly all actives have a fitted effect of over 45% in size
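hTERT-immortalized A-T patient fibroblasts ([…]), 500 cells/well in OPTI-MEM, 1% FBS, got compounds for 60 min, then NCS for 30 min at 37C. Lysates were then assayed for phospho-KAP-1 by AlphaLISA (anti-pKAP1 donor, anti-KAP1 acceptor beads), 6 hr at 25C.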
a7 integrin act: activators of alpha7 integrin expression for muscular dystrophy; alpha7betagal myoblasts, beta-gal FDG fluorescence, 48 h; Potency, µM (doses to about 38.3 µM), for the others: at the highest dose activation, hits mostly activators; actives 0.064% (n = 350,000);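 note: potency is the fitted concentration of half-maximal effect; 100% = response of the positive control SU9516; nearly all actives have a fitted effect of over 60% in size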
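alpha7betagal+/- myoblasts (passage 13, 250/well) treated 48 h at 37C with compounds at 1:260 dilution of DMSO stock. Lysed, then beta-galactosidase activity read as FDG fluorescence (ex 480/em 540) after 30 min, with pre-read for autofluorescence.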
B2AR arrestin: recruits beta-arrestin to the human beta2-adrenergic receptor. P07550. Potency, µM (top dose mostly 46.1 µM), for the others: top-dose activation, actives largely listed as activators. actives 0.02% (n = 330,000). beta-arrestin recruitment to beta2AR, cell-based reporter;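 note: potency is the fitted concentration of half-maximal effect; 0% = DMSO controls and full agonism = EC100 isoproterenol or metaproterenol; nearly all actives have a fitted effect of over 65% in size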
Target sequence (P07550 whole entry, looked up): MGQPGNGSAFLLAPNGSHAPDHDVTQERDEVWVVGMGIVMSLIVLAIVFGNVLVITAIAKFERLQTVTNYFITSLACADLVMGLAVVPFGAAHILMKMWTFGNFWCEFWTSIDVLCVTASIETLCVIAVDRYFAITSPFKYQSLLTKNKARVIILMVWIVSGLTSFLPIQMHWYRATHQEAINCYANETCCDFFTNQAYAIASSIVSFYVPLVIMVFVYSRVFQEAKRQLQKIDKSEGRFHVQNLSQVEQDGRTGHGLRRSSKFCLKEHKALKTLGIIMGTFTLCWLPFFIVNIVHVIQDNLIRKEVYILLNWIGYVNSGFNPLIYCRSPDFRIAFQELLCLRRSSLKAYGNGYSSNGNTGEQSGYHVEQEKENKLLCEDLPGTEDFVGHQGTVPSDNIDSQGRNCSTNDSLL
TSG101-PTAP inh: blocks PTAP/TSG101 interaction to inhibit HIV-1 budding; Fluorescence polarization, FITC-PTAP peptide / Tsg101 binding; Q99816; 340,000 tested, under 10 active; Potency, µM (highest dose often 115 µM), inactives show at the top dose activity change, negative = inhibition, actives largely listed as inhibitors; active = well fitted inhibition curve with a large enough effect in the main read-out, with a control signal flat, not every such curve was filed as active; inconclusive = small, poorly fitted or top-dose-only effect, or effect the other way, or a change in a side signal; inactive = no such curve, though single readings can be large or run the other way; note: potency is the fitted concentration of half-maximal effect; % of control where 0% means no effect
Target sequence (Q99816 whole entry, looked up): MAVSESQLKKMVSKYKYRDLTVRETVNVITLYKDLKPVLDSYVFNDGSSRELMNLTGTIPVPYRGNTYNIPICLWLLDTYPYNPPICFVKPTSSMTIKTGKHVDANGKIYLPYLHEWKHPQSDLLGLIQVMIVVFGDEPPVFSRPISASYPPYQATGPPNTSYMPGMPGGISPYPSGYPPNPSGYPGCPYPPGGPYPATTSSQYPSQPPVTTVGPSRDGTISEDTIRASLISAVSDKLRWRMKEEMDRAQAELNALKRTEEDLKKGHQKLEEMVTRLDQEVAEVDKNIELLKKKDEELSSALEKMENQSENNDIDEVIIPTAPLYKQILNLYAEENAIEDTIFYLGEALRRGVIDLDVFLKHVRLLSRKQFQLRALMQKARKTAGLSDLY
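Tsg101 binding domain (10 uM final) was mixed with compound and a FITC-labeled PTAP peptide (50 nM final) in HEPES pH 7.5 buffer with NaCl, Tween 20, EDTA and TCEP; fluorescence polarization was read after 20 min at r.t.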
The depositor's hits bear a star; ? = inconclusive; . = not tested or not shown; [ ] = remark or other dose. Unless noted, calls come from the whole dose curve; as a rule, active = well fitted curve in the direction sought with a large enough effect; inconclusive = small, poorly fitted or top-dose-only effect, or another doubt; inactive = no such curve, though single readings can be large; an effect the other way counts as inactive or inconclusive.

Order of values: TRPV1 agonist, CXXC DNA block, BRCA1 expr up, p53 reactivator, ELG1 repair inh, TCR activator, AT treatment, a7 integrin act, B2AR arrestin, TSG101-PTAP inh
- COC(=O)CNC(=O)c1cccc(F)c1
→ -2, -2%, -3%, -1%, 7%, 6%, 3%, 2%, 0.0%, -5%
- C/C(=N/NS(=O)(=O)c1ccccc1)c1c[nH]c2ccccc12
→ -4, 0%, -10%, 0%, ?, 6%, 7%, 12%, 0.5%, -5%
- COc1ccc(N2C(=O)C(CC(=O)O)S/C2=N\N=C\c2cccs2)cc1 (configuration not stated)
→ -2, ?, 0%, 1%, 28%, 14%, -14%, 8%, -0.8%, 0%
- COc1ccccc1N1CCN(C(c2cc3cc(C)ccc3[nH]c2=O)c2nnnn2C2CCCC2)CC1 (configuration not stated)
→ 5, 13%, -51%, -7%, ?, -1%, 2%, -20%, 0.0%, ?
- CCOC(=O)C1(Cc2cccc(OC)c2)CCN(Cc2cccc(OCC)c2O)CC1
→ ?, 32%[activator], -6%, -1%, ?, 4%, -1%, -39%[inhibitor], -0.3%, 0%
- O=C(Nc1nnc(-c2ccccn2)o1)c1cccc(Br)c1
→ -1, -12%, 3%, 10%, 11%, -6%[46.1 µM], -2%, 17%, -0.3%, -3%
- COc1ccc(C(=O)NCC(O)CN2CCOCC2)cc1[N+](=O)[O-] (configuration not stated)
→ 2, -7%, 5%, ., 0%, 6%, 1%, 57%, -0.6%, -4%
- Cc1ccc(-c2nnc(SCC(=O)O)n2N)cc1
→ -1, -1%, 5%, 20%, 1%, 1%, 6%, 13%, 0.1%, -6%
- Cc1noc(C)c1S(=O)(=O)Nc1cccc(C(F)(F)F)c1
→ 1, -3%, -5%, 3%, -2%, -4%, 3%, 5%, 0.4%, 1%
- CCCCNC(=O)c1onc(CSc2cc(C)cc(C)c2)c1C(=O)O
→ 1, -10%, -31%, 9%, -1%, 0%, -1%, -13%, -0.3%, -5%

6 neighbouring compounds from above, for reference:
Order of values: TRPV1 agonist, CXXC DNA block, BRCA1 expr up, p53 reactivator, ELG1 repair inh, TCR activator, AT treatment, a7 integrin act, B2AR arrestin, TSG101-PTAP inh
- CCOC(=O)C1(Cc2cccc(OC)c2)CCN(Cc2cccc(OCC)c2O)CC1
→ ?, 32%[activator], -6%, -1%, ?, 4%, -1%, -39%[inhibitor], -0.3%, 0%
- O=C(Nc1nnc(-c2ccccn2)o1)c1cccc(Br)c1
→ -1, -12%, 3%, 10%, 11%, -6%[46.1 µM], -2%, 17%, -0.3%, -3%
- COc1ccc(C(=O)NCC(O)CN2CCOCC2)cc1[N+](=O)[O-] (configuration not stated)
→ 2, -7%, 5%, ., 0%, 6%, 1%, 57%, -0.6%, -4%
- Cc1ccc(-c2nnc(SCC(=O)O)n2N)cc1
→ -1, -1%, 5%, 20%, 1%, 1%, 6%, 13%, 0.1%, -6%
- Cc1noc(C)c1S(=O)(=O)Nc1cccc(C(F)(F)F)c1
→ 1, -3%, -5%, 3%, -2%, -4%, 3%, 5%, 0.4%, 1%
- CCCCNC(=O)c1onc(CSc2cc(C)cc(C)c2)c1C(=O)O
→ 1, -10%, -31%, 9%, -1%, 0%, -1%, -13%, -0.3%, -5%

(list continues)
Order of values: TRPV1 agonist, CXXC DNA block, BRCA1 expr up, p53 reactivator, ELG1 repair inh, TCR activator, AT treatment, a7 integrin act, B2AR arrestin, TSG101-PTAP inh
- O=C(CN1CCN(c2ccc(O)cc2)CC1)Nc1cc([N+](=O)[O-])ccc1Cl
→ -3, 12%, -19%, -2%, -21%, 0%[46.1 µM], 1%, -24%, -0.2%, 1%
- CNC(=O)C(=O)Nc1c(O)c2ccccc2[nH]c1=O
→ 4, -1%, 0%, 1%, 20%, -4%, -6%, -33%, 0.4%, 6%
- O=c1oc2ccccc2cc1-c1csc(Cc2nc(-c3ccc(Cl)cc3)cs2)n1
→ 1, 12%, -26%, 7%, ?, -2%[46.1 µM], 4%, 21%, -1.0%, 2%
- S=c1[nH]c2ccccc2n1Cc1ccccc1
→ 0, -1%, 12%, -8%, 9%, 12%, 0%, 12%, -0.4%, -2%
- CC(C)(C)C(=O)NC1(C(F)(F)F)NC(=O)N(CCc2ccccc2)C1=O (configuration not stated)
→ -1, 0%, 0%, 4%, -3%, -4%, -7%, -12%, 0.0%, -1%
- CC(C)CC(=O)NC(=S)Nc1ccccn1
→ -2, 5%, 34%, 15%, ?, 1%, 3%, -28%, 1.8%, -3%
- CCCC(=O)NC(c1ccc2c(c1)OCO2)c1cc(Cl)c2cccnc2c1O (configuration not stated)
→ -1, ?, -89%, 25%, -17%, -2%[46.1 µM], -1%, -45%[inhibitor], -0.5%, -4%
- c1coc(-c2nnc(NC3=NCCC3)o2)c1
→ 13, -1%, 62%, ?, ?, -1%, 0%, 16%, -0.1%, -5%
- O=S(=O)(c1ccc(Cl)cc1)N1CCC(O)(CN2CCN(Cc3ccccc3)CC2)CC1
→ 1, 0%, -43%, 24%, ?, 0%, -2%, -4%, 0.1%, 0%
- O=C1c2ccccc2C(=O)N1CCCc1cn(C[C@H]2CC[C@H](Cn3cc(CCCN4C(=O)c5ccccc5C4=O)nn3)O2)nn1
→ ., ., 7%, -3%, 8.2µM*, -6%[46.1 µM], 12%, 12%, -0.4%, 0%

(list continues)
Order of values: TRPV1 agonist, CXXC DNA block, BRCA1 expr up, p53 reactivator, ELG1 repair inh, TCR activator, AT treatment, a7 integrin act, B2AR arrestin, TSG101-PTAP inh
- CCSc1nnc(NC(=O)c2ccc3nc[nH]c3c2)s1
→ ., ., 3.2µM*, 18%, ?, 3%, 5%, 12%, 0.4%, -1%
- COc1ccc(COCC(O)CN(Cc2ccco2)Cc2ccccc2O)cc1 (configuration not stated)
→ 29, 7%, -24%, -4%, -17%, 0%, -1%, 0%, -0.1%, 1%
- CC(C)(C)N(Cc1ccccc1)C(=O)COC(=O)c1ccc(S(=O)(=O)N2CCOCC2)cc1
→ ., ., 2%, 7%, -10%, 1%, 26%, 0%, 0.7%, -2%
- Nc1cc(Cl)ccc1C(=O)OCC(=O)NC(=O)NCc1ccccc1
→ 5, 3%, -12%, 1%, 5%, 3%[46.1 µM], -2%, -5%, -0.7%, 3%
- COc1ccccc1CN1[C@@H](CC(C)=O)c2cc(C(F)(F)F)ccc2S1(=O)=O
→ ., ., -10%, ., ., -3%, ., 14%, ., -3%
- CC1N=C(N)C(c2nc3ccccc3n2C)=C1O (configuration not stated)
→ 2, 2%, -8%, 1%, -2%, 3%, 3%, 15%, -0.1%, -4%
- Cn1c(N)c(C(=O)COC(=O)Cc2cccc(C(F)(F)F)c2)c(=O)n(C)c1=O
→ ., ., -6%, -2%, -14%, -6%, 16%, 4%, -0.1%, -2%
- Cn1cc(P(=S)(N2CCOCC2)N2CCOCC2)cc1P(=O)(N1CCOCC1)N1CCOCC1
→ 2, 9%, -5%, 2%, 0%, 4%, -1%, 14%, -0.1%, 1%
- CCC1(CC)Cc2ccccc2C2=C(C(=O)N3CCCCC3)C(=O)C(=O)N21
→ 2, 13%, 3%, -2%, ?, 4%, -2%, -7%, 0.0%, 2%
- CCOc1ccc(NC(=O)CSc2nnc(-c3ccncc3)n2CC2CCCO2)cc1 (configuration not stated)
→ -1, 13%, 5%, 2%, 2%, -5%, -6%, -2%, -0.6%, -5%

Further compounds follow.
Order of values: TRPV1 agonist, CXXC DNA block, BRCA1 expr up, p53 reactivator, ELG1 repair inh, TCR activator, AT treatment, a7 integrin act, B2AR arrestin, TSG101-PTAP inh
- O=C(COc1ccccc1)Nc1cccc(-c2ccc(N3CCOCC3)nn2)c1
→ -1, ., 71%, ?, ?, -1%, 8%, -17%, -0.2%, -2%
- O=C(COc1ccc(NC(=O)c2cccs2)cc1)c1ccc(F)cc1
→ 28, 28%, 0%, 4%, 14%, 4%, 5%, 12%, -1.1%, -1%
- CCCCC(=O)Nc1nc(C)c(-c2csc(Nc3cc(Cl)ccc3OC)n2)s1
→ 6, -12%, -12%, -27%, ?, 6%, 2%, 9%, 0.4%, -2%
- Cc1nc(N)nc(N)c1Oc1ccc(Cl)cc1
→ ., ., 2%, ., ., 4%, ., 1%, ., -5%
- Cn1c(SCC(=O)Nc2cc(C(C)(C)C)nn2-c2ccccc2)nc2ccccc21
→ 22, 2%, -33%, 9%, -18%, -1%[46.1 µM], 0%, -36%, -0.5%, -9%
- O=c1cnnc(Nc2cccc(C(F)(F)F)c2)[nH]1
→ 1, 0%, -2%, 7%, -14%, 0%, 1%, 19%, -0.3%, -6%
- COc1cccc(NC(=O)Cn2c(=O)n(CCC(=O)NC3CCN(Cc4ccccc4)CC3)c(=O)c3ccccc32)c1
→ -4, 4%, -6%, 0%, -26%, -3%, 32%, -1%, 0.3%, 0%
